IMPase inh – qHTS Assay for Identifying the Cell-Membrane Permeable IMPase Inhibitors | CHO-M1 cells, IP1 accumulation, HTRF TR-FRET ratio | inhibition (IP1 accumulation), % at 46.1 µM | 120,000 tested, under 10 active | AID 901, 2007; active = well fitted curve in the direction sought with a large enough effect in the signal ratio, not every such curve was filed as active; inconclusive = small, poorly fitted or top-dose-only effect, or a change in a side signal; inactive = no such curve, though single readings can be large or run the other way; the % refers to the signal ratio;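 note: cells stimulated with carbachol in lithium chloride buffer; plate controls were DMSO basal wells for no effect and reference inhibitor wells for full effect; higher means more IMPase inhibition seen as more IP1 and lower FRET ratio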
Target sequence (P97697 whole entry, looked up): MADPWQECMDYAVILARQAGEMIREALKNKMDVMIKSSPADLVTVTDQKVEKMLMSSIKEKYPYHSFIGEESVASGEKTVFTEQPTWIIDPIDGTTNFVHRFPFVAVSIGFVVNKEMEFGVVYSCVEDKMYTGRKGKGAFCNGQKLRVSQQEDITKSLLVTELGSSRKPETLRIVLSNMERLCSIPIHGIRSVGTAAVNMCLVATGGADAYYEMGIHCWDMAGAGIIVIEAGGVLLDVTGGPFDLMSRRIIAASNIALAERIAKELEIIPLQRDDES
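Elevated IP1 in lysates lowers TR-FRET signal (665/620 ratio and 620 channel reported). Cells were CHO-M1, given carbachol (50 uM as added) plus 50mM LiCl, pH 7.4, 30 min, 37C; compounds titrated up to 46 uM; AC50 by Hill equation.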
ALOX12 inhib – qHTS Assay for Inhibitors of 12-hLO (12-human lipoxygenase); Polyunsaturated fatty acid lipoxygenase ALOX12 (Homo sapiens), P18054; purified 12-hLO, xylenol orange hydroperoxide absorbance; Potency, µM (doses to about 57.1 µM), for the others: at the highest dose activity change, negative = inhibition, hits mostly inhibitors; 150,000 tested, 0.12% active; AID 1452, 2008; note: potency is the fitted concentration of half-maximal effect; nearly all actives have a fitted effect of over 55% in size; many of its hits are not listed in these tables
Target sequence (P18054 whole entry, looked up): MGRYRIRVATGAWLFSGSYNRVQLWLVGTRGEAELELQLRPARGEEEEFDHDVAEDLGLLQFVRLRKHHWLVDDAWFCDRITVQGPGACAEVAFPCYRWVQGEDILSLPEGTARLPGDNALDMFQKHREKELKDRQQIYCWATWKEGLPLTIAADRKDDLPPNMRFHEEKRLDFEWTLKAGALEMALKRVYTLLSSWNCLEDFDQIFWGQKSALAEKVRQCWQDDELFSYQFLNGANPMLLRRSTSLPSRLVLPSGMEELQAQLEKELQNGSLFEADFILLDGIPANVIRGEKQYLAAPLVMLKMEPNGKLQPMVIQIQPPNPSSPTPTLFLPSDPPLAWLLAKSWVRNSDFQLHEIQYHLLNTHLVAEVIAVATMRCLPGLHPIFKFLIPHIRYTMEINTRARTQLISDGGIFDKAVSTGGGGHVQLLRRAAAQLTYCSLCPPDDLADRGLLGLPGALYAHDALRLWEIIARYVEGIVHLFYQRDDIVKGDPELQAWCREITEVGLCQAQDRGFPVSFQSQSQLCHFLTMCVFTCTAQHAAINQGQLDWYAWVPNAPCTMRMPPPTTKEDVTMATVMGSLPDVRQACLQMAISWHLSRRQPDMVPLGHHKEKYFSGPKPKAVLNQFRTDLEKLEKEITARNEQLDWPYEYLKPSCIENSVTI
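Hydroperoxide formation by human 12-lipoxygenase from 40 uM arachidonic acid was followed colorimetrically via ferric-xylenol orange complex, using the 573/405 nm absorbance ratio. Enzyme concentration was 150 nM, with 30 min reaction at room temperature.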
PNC inhibitor – High Content Assay for Compounds that inhibit the Assembly of the Perinucleolar Compartment; activity change (PNC), negative = inhibition, % at 10 µM; 140,000 tested, 3.1% active; AID 2417, 2010; PC3M PTB-GFP, PNC prevalence imaging, 16 h; active compounds read low;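 active = readout at or below -70, meaning at least 70% loss of cells showing the perinucleolar compartment, a nuclear body marking cancer cells; inconclusive = readout between -30 and a set limit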;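 note: plate controls were DMSO wells for no effect and camptothecin positive control wells for full effect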
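PC3M cells stably expressing PTB-GFP, 750–1000 cells/well, treated 16 h at 37 °C with compound (23 nl of library stock), in duplicate. After paraformaldehyde fixation and Hoechst stain, imaged at 20x; PNC prevalence scored by image analysis.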
15-hLO-2 inh – qHTS Assay for Inhibitors of 15-hLO-2 (15-human lipoxygenase 2); Polyunsaturated fatty acid lipoxygenase ALOX15B (Homo sapiens), O15296; purified 15hLO-2, xylenol orange hydroperoxide absorbance; Potency, µM (highest dose often 57.1 µM), inactives show at the top dose activity change, negative = inhibition, most hits filed as inhibitors; 110,000 tested, 0.56% active; AID 881, 2007; note: potency is the fitted concentration of half-maximal effect; nearly all actives have a fitted effect of over 60% in size; many of its hits are not listed in these tables
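Screening format was qHTS against 50 nM purified 15hLO-2 in Hepes pH 7.5 with detergent. Activity follows hydroperoxide formation from 45 uM arachidonic acid, measured as 573:405 nm absorbance ratio of the ferric-xylenol orange complex.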
* hit, by the source's call; ? = inconclusive; · = not tested or not shown. Unless noted, calls come from the whole dose curve; as a rule, active = well fitted curve in the direction sought with a large enough effect; inconclusive = small, poorly fitted or top-dose-only effect, or another doubt; inactive = no such curve, though single readings can be large; an effect the other way counts as inactive or inconclusive. Unless noted, % is set by controls: 0 for no effect and ±100 for the full control effect. This is a subset, so the mix of outcomes need not match the whole.

| No. | SMILES | IMPase inh | ALOX12 inhib | PNC inhibitor | 15-hLO-2 inh |
| --- | --- | --- | --- | --- | --- |
| 1 | COc1cccc(OCCCN2CCN(S(=O)(=O)c3ccc(NC(C)=O)cc3)CC2)c1 | 0.7 | -1.3% | 33.7 | 21.0% |
| 2 | Cc1cc(NC(=O)CSc2nnc(COc3ccccc3)o2)no1 | -3.8 | -2.3% | -6.9 | -6.3% |
| 3 | O=C(COc1ccc(Br)cc1)OCc1nnc(-c2ccccc2)o1 | -1.9 | -5.5% | 17.8 | 6.4% |
| 4 | CSCCC(NC(=O)c1ccc([N+](=O)[O-])cc1Cl)C(=O)OCC(=O)C12CC3CC(CC(C3)C1)C2 (centres undefined) | · | 0.3% | ? | · |
| 5 | CCCc1cc(=O)oc2c(C)c3occ(C)c3cc12 | · | -6.3% | -19.9 | · |
| 6 | Cc1ccc(/C=C2/Sc3ccccc3N(CC(=O)NCCCOC(C)C)C2=O)cc1 | · | 0.6% | ? | · |
| 7 | Cc1n[nH]c(C)c1S(=O)(=O)N1CCCC(C(=O)NCC2COc3ccccc3O2)C1 (centres undefined) | -3.4 | -5.6% | -6.3 | -0.7% |
| 8 | Cc1noc(C)c1COC(=O)CCc1nc2ccccc2s1 | -15.1 | -8.5% | 9.5 | -2.5% |
| 9 | COc1ccc(C(=O)Nc2c(N)nc(SCC(=O)N3CCCCCC3)[nH]c2=O)cc1OC | -13.4 | 0.3% | -24.2 | · |
| 10 | COC(=O)c1cc(NC(=O)CC2SC(=Nc3ccccc3)N(CCc3c[nH]c4ccccc34)C2=O)cc(C(=O)OC)c1 (centres undefined) | -5.3 | -15.6% | -19.7 | -7.2% |
| 11 | Cc1nc2sc(C(c3ccco3)N3CCN(c4cccc(Cl)c4)CC3)c(O)n2n1 (centres undefined) | -1.3 | -2.5% | 21.2 | · |
| 12 | CN1CCN(c2ccc(NC(=O)c3ccccc3Br)cc2)CC1 | -5.7 | -1.2% | ? | 5.6% |
| 13 | CCOC(=O)Cc1cc(=O)n2[nH]c(C)c(-c3ccc(Cl)cc3)c2n1 | -7.3 | -4.2% | 14.1 | 0.1% |
| 14 | O=C(/C=C/c1ccco1)NC(=S)Nc1cccc([N+](=O)[O-])c1 | · | -29.2% | ? | · |
| 15 | CCCCNC(=O)CSc1nc2ccccc2n1S(=O)(=O)c1ccc(Cl)cc1 | -2.1 | 2.3% | -119.3* | · |
| 16 | COc1ccc(C(=O)NCc2ccc(Cl)c(Cl)c2)cc1OC | · | -5.6% | ? | · |
| 17 | CCn1c(CNc2cccc(Cl)c2)nnc1SCc1ccccc1 | 7.5 | -8.0% | 7.0 | -3.2% |
| 18 | Cc1ccc(S(=O)(=O)N2CCCC2C(=O)Oc2ccccc2)cc1 (centres undefined) | 9.6 | -13.9% | 42.6 | -7.4% |
| 19 | COc1ccc(/C=C2/N=C(c3cccs3)OC2=O)cc1OC(C)C | -1.6 | 4.4% | ? | -6.8% |
| 20 | CCOc1cc(NC(=O)c2ccco2)c(OCC)cc1NC(=O)COc1ccccc1 | -4.6 | 4.4% | -25.1 | ? |
| 21 | Cc1ccc(N(CC(=O)NC2CCC(C)CC2)S(=O)(=O)c2cccnc2)cc1 (centres undefined) | 0.3 | -0.2% | ? | 0.4% |
| 22 | O=C(O)CCC(=O)c1cccc2ccccc12 | -4.5 | 1.1% | -25.0 | 4.3% |
| 23 | O=C(NCc1ccccn1)C1CCCN(S(=O)(=O)c2ccc(Br)cc2)C1 (centres undefined) | -0.3 | -9.2% | 12.6 | 19.5% |
| 24 | CNC(=O)CCn1nc(-c2ccc(Cl)cc2)c2ccccc2c1=O | 0.3 | -3.3% | 28.9 | 2.1% |
| 25 | Clc1ccc(CO/N=C2\CCCc3nonc32)c(Cl)c1 | · | -2.1% | -5.9 | · |
| 26 | Clc1ccc(-c2nnc(-c3ccc(Br)o3)o2)c(Cl)c1 | -10.9 | -1.9% | ? | -3.4% |
| 27 | Cc1cc(C)c(S(=O)(=O)NCC2CCC(C(=O)NCCCN3CCOCC3)CC2)c(C)c1 (centres undefined) | 1.8 | -5.1% | -9.7 | 18.6% |
| 28 | Cc1ccc(-c2nc(CSCC(=O)N3CCCC3)c(C)o2)cc1 | -0.3 | 4.2% | -3.6 | · |
| 29 | O=C(Cc1ccccc1)Nc1c(C(=O)N2CCOCC2)cnn1-c1ccccc1 | -2.0 | 5.6% | 17.5 | -0.3% |
| 30 | Cc1sc(NC(=O)c2ccco2)c(CN2CCCCC2)c1C | 6.9 | -5.9% | ? | 6.7% |

Quoted at random: 2 compounds from above
| No. | SMILES | IMPase inh | ALOX12 inhib | PNC inhibitor | 15-hLO-2 inh |
| --- | --- | --- | --- | --- | --- |
| 16 | COc1ccc(C(=O)NCc2ccc(Cl)c(Cl)c2)cc1OC | · | -5.6% | ? | · |
| 1 | COc1cccc(OCCCN2CCN(S(=O)(=O)c3ccc(NC(C)=O)cc3)CC2)c1 | 0.7 | -1.3% | 33.7 | 21.0% |

Compound profiles, as listed above. Values in the order: IMPase inh, ALOX12 inhib, PNC inhibitor, 15-hLO-2 inh
Clc1ccc(CO/N=C2\CCCc3nonc32)c(Cl)c1 is entered as ·, -2.1%, -5.9, ·
Cc1noc(C)c1COC(=O)CCc1nc2ccccc2s1 is entered as -15.1, -8.5%, 9.5, -2.5%
Clc1ccc(-c2nnc(-c3ccc(Br)o3)o2)c(Cl)c1 is entered as -10.9, -1.9%, ?, -3.4%
CCn1c(CNc2cccc(Cl)c2)nnc1SCc1ccccc1 is entered as 7.5, -8.0%, 7.0, -3.2%
CCCc1cc(=O)oc2c(C)c3occ(C)c3cc12 is entered as ·, -6.3%, -19.9, ·

(listing goes on)
| No. | SMILES | IMPase inh | ALOX12 inhib | PNC inhibitor | 15-hLO-2 inh |
| --- | --- | --- | --- | --- | --- |
| 31 | O=C(NNC(=O)c1cc(O)c(O)c(O)c1)NC1CCCCC1 | 7.6 | 3.7% | 114.6 | -22.0% |
| 32 | Cc1cc(S(=O)(=O)N2CCCC2)c(C)s1 | -2.0 | -2.7% | ? | 1.1% |
| 33 | Cc1nc2cc(NC(=O)N3CC4(C)CC3CC(C)(C)C4)ccc2n1C (centres undefined) | -10.7 | -2.2% | ? | 8.9% |
| 34 | Cc1ccc(-c2cc(N)n(Cc3ccc(Cl)cc3)n2)cc1 | 1.0 | -7.0% | 20.4 | -13.4% |
| 35 | CCCCn1c(CNC(C)=O)nc2ccccc21 | -0.3 | 3.3% | ? | 2.9% |
| 36 | C/C=N/NC(=O)CCNC(=O)c1ccccc1 | · | 1.9% | 8.5 | · |
| 37 | CCn1nc(NC(=O)c2ccco2)c2cc3ccc(C)cc3nc21 | -7.6 | -10.9% | 14.8 | -23.9% |
| 38 | COc1ccc(NS(=O)(=O)c2c(C)n(C)c(=O)n(C)c2=O)cc1OC | 0.9 | 5.9% | -19.5 | 6.3% |
| 39 | CCNc1nc(SCc2ccccc2)nc(N2CCOCC2)n1 | 3.5 | -6.0% | -18.7 | 17.5% |
| 40 | Cc1cnnc2c1-c1no[n+]([O-])c1CC2 | -3.8 | -2.4% | 29.6 | 1.1% |
| 41 | Cc1cc(C)c2nc(N3CCCC3)c(C#N)cc2c1 | -5.7 | -5.8% | ? | 6.1% |
| 42 | O=C(CSc1c2c(nc3cc(Cl)ccc13)CCCC2)NCc1ccco1 | -14.7 | -2.7% | -16.9 | -7.1% |
| 43 | COc1ccc(/C=N\NC(=O)c2nn(C)cc2Cl)cc1CN1CCOCC1 | · | 0.6% | ? | · |
| 44 | COC(=O)c1cc(OC)c(OC)cc1NC(=O)Nc1ccccc1OC | 7.3 | 2.4% | -6.5 | 1.5% |
| 45 | COc1ccc(C(CCNCc2ccccc2F)c2ccc(F)cc2)cc1 (centres undefined) | · | -16.8% | -83.9* | · |
| 46 | Nn1cnn(Cc2ccccc2)c1=S | 12.0 | 3.7% | 29.1 | -7.3% |
| 47 | COc1ccccc1OCCN1C(=O)S/C(=C\c2ccco2)C1=O | 2.6 | -13.8% | ? | -16.4% |
| 48 | CS(=O)(=O)N1CCN(c2ccc(NC(=O)c3ccc(Br)o3)cc2)CC1 | -14.8 | 1.2% | ? | -5.9% |
| 49 | COc1ccccc1/C=C/C=N/n1c(-c2ccncc2)n[nH]c1=S | · | -5.7% | ? | · |
| 50 | Cc1cc(=O)[nH]c2ccc(Cl)cc12 | -4.8 | 0.4% | -28.9 | -15.1% |
| 51 | COc1ccc(O)c(C(=O)c2cnc3c(c2)c(=O)[nH]c(=O)n3C)c1 | · | -2.4% | 29.1 | · |
| 52 | Cc1ccc(SCC(=O)Nc2ccc3c(c2)OCCO3)cc1 | · | -0.6% | 36.7 | · |

Ordered by length of the SMILES (low to high): part of the list above.
| No. | SMILES | IMPase inh | ALOX12 inhib | PNC inhibitor | 15-hLO-2 inh |
| --- | --- | --- | --- | --- | --- |
| 46 | Nn1cnn(Cc2ccccc2)c1=S | 12.0 | 3.7% | 29.1 | -7.3% |
| 35 | CCCCn1c(CNC(C)=O)nc2ccccc21 | -0.3 | 3.3% | ? | 2.9% |
| 36 | C/C=N/NC(=O)CCNC(=O)c1ccccc1 | · | 1.9% | 8.5 | · |
| 40 | Cc1cnnc2c1-c1no[n+]([O-])c1CC2 | -3.8 | -2.4% | 29.6 | 1.1% |
| 41 | Cc1cc(C)c2nc(N3CCCC3)c(C#N)cc2c1 | -5.7 | -5.8% | ? | 6.1% |
| 39 | CCNc1nc(SCc2ccccc2)nc(N2CCOCC2)n1 | 3.5 | -6.0% | -18.7 | 17.5% |
| 47 | COc1ccccc1OCCN1C(=O)S/C(=C\c2ccco2)C1=O | 2.6 | -13.8% | ? | -16.4% |
